# p-CIP stab down – lowers stability of the mouse p/CIP coactivator protein; 290,000 tested, 0.01% active; decrease of EGFP signal, % at 10 µM; F442A p/CIP-EGFP cells, EGFP fluorescence, 16 h; AID 1984;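 active = EGFP signal decrease of at least 30% at 10 µM or well 3 SD below plate mean, unless failing retest; inactive = the rest, including hits failing retest or dose response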; note: some compounds called inactive have numbers as strong as hits; many of its hits are not listed in these tables
# VIM-2 inhibitor – inhibitors of Pseudomonas aeruginosa VIM-2 metallo-beta-lactamase; inhibition, % at 5.6 µM; 290,000 tested, 0.89% active; purified VIM-2, nitrocefin hydrolysis, epi-absorbance fluorescence;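 active = inhibition above the mean of all tested compounds plus 3 SD, cutoff set per screening run, cut at about 7.5% in these data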;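 note: red hydrolysis product quenches plate fluorescence so inhibitors raise well fluorescence; 0% = enzyme with DMSO and 100% = DMSO without enzyme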
# IDE cell activ – activators of human insulin-degrading enzyme in cells. AID 493087. activation, % at 5.96 µM. P14735. HEK cells, FAbeta-B cleavage, fluorescence polarization; 0% vehicle, 100% cell-free pure enzyme wells. 340,000 tested, 0.073% active;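 active = activation above the mean of all tested compounds plus 3 SD, set per screening campaign, cut at about 17% in these data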
# Target sequence (P14735 whole entry, looked up): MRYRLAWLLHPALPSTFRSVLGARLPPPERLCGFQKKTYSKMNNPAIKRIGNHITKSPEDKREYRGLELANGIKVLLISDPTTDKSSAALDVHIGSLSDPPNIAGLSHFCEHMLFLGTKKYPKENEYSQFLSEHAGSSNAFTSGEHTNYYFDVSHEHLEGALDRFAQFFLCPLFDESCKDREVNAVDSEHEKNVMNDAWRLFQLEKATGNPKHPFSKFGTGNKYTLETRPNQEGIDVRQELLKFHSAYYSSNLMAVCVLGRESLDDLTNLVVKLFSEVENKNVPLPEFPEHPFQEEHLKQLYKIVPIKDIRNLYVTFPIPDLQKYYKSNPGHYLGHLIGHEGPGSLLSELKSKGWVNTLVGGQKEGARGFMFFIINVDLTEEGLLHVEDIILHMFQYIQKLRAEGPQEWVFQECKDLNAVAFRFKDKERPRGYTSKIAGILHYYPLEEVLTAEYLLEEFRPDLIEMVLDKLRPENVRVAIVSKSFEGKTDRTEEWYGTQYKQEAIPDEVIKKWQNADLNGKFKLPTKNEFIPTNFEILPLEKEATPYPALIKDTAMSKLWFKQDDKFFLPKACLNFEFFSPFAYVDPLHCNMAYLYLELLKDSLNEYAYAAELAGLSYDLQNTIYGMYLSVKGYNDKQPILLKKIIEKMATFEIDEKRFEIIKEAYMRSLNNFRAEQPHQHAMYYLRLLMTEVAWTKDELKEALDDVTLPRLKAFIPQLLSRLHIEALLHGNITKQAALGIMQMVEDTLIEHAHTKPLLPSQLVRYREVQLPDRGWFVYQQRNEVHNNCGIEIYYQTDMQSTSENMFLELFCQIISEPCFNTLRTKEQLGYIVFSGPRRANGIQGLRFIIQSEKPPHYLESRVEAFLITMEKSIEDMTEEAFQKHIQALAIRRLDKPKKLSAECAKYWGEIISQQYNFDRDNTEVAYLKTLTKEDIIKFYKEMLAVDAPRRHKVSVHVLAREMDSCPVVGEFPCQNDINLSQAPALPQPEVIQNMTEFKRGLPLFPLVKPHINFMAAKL
# PfM18AAP inh – blocks P. falciparum M18 aspartyl aminopeptidase; 290,000 tested, 1.2% active; recombinant PfM18AAP, H-Glu-NHMec fluorogenic cleavage; AID 1822; inhibition, % at 7.35 µM;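 active = inhibition above the campaign mean inhibition over all tested compounds plus 3 SD, cut at about 28% in these data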;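 note: 0% = plate median of test compound wells and 100% = 2 mM ZnCl2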
# IMP-1 inh – inhibitors of Pseudomonas aeruginosa IMP-1 metallo-beta-lactamase; purified IMP-1, nitrocefin hydrolysis, epi-absorbance fluorescence; inhibition, % at 5.6 µM; 290,000 tested, 0.45% active;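 active = inhibition above the mean plus 3 SD of all compounds in the same screening run, cut at about 4.5% in these data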;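 note: 0% = IMP-1 with DMSO and 100% = DMSO wells lacking enzyme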
#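 Material – recombinant IMP-1 enzyme, purified · Amount – IMP-1 0.2 nM before substrate addition · Medium – HEPES buffer pH 7.1 with ZnSO4 and Brij 35 · Timing – 25 °C, 15 min preincubation, 25 min reaction · Measured by – plate fluorescence quenching by hydrolysis product, ex 480/em 530 nm · Read-out – percent enzyme inhibition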
# IDE cell inh – inhibitors of human insulin-degrading enzyme in cells; P14735; 320,000 tested, 0.41% active; HEK cells, FAbetaB cleavage, fluorescence polarization; inhibition, % at 5.59 µM;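 active = percent inhibition above the average of all tested compounds plus 3 SD, set per screening campaign, cut at about 16% in these data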;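 note: IDE supplied by intact live HEK cells; FP after avidin binding of uncleaved biotin substrate so inhibition keeps polarization high; 0% = DMSO wells and 100% = 60 µM reference IDE inhibitor Ii1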
# UBC9 SUMO inh – SUMOylation inhibition; inhibition, % at 35 µM; P63279; HTRF SUMOylation assay, SAE1/SAE2 + UBC9, in vitro; 290,000 tested, 0.36% active; AID 2006; in the data active = inhibition above about 50%, passing the limit was not always enough; note: strong numbers were not always called active
# FID counter – counter-screen for HCV NS3 helicase inhibitors: DNA intercalator displacement; 290,000 tested, 0.17% active; inhibition, % at 7.9 µM; DNA fluorescent intercalator displacement, fluorescence; AID 1845; in the data active = inhibition above about 37%;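 note: 0% = vehicle and 100% = reference compound; higher means more ethidium bromide displaced from hairpin DNA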
# HCV NS3 hel inh – blocks Hepatitis C virus NS3 helicase unwinding; AID 1800; 290,000 tested, 0.56% active; inhibition, % at 10.9 µM; NS3 helicase DNA unwinding, Cy5 molecular beacon fluorescence;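 active = inhibition above the mean of all tested compounds plus 3 SD, set per campaign, cut at about 35% in these data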;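 note: 0% = DMSO wells and 100% = thioflavine S control wells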
#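 System: HCV NS3 helicase fragment; control set: DMSO and thioflavine S; technique: Cy5 fluorescence at 0 and 60 min, beacon hairpin quenching; reagent: beacon DNA duplex substrate plus ATP; replicates: singlicate; schedule: 1 h reaction at 25 °C, ATP-initiated; medium: MOPS buffer pH 6.5 with MgCl2, DTT, Tween20, BSA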
# * = called active by the depositor; . = no result given.
SMILES,p-CIP stab down,VIM-2 inhibitor,IDE cell activ,PfM18AAP inh,IMP-1 inh,IDE cell inh,UBC9 SUMO inh,FID counter,HCV NS3 hel inh
CC(C)(C)c1ccc(S(=O)(=O)NCCOCC(F)(F)C(F)F)cc1,-8,-2.7,0,-1,-2.4,-1,10,-20,5
NS(=O)(=O)OCCCc1ccc(C(F)(F)F)cc1,-2,-2.1,5,3,-3.5,0,-5,-6,2
O=c1c(-c2ccccc2)nnc2sc(COc3ccc(Br)cc3)nn12,4,-2.4,2,2,-1.6,.,-14,-2,4
Cc1nc2ccccc2c(=O)n1C1CCCCCC1,1,-2.8,1,6,-2.0,0,9,-10,-1
CN1C(=O)C2(C(C#N)=C(N)N(c3cc(Cl)cc(Cl)c3)C3=C2C(=O)CCC3)c2ccccc21 (stereo not given),4,-2.4,-1,4,-1.3,2,-1,-34,-5
CC(C)Oc1ccc(C(CC(=O)O)Cc2ccccc2)cc1 (stereo not given),1,0.8,1,6,-1.0,-6,13,-30,-2
CCC(c1nnnn1C(C)(C)C)N(Cc1cc2cccc(C)c2n2nnnc12)C1CCCC1 (stereo not given),.,-3.3,.,-2,-2.5,.,.,-2,-3
Nc1ccc2ncccc2c1N,-4,.,3,.,.,12,36,.,.
CC(C)CCCNc1nc(N2CCOCC2)nc(N2CCOCC2)n1,14,-0.4,3,-4,-1.6,-3,-18,-25,-2
Cc1nc(CCNC(=O)Cc2ccc(Cl)cc2)cs1,-17,-3.1,3,-5,-1.1,4,6,-4,-2
Cc1nn(-c2ccccc2)c(Cl)c1/C=N/NC(N)=O,8,-1.6,4,5,-3.1,-1,-27,-3,-11
N#Cc1ccccc1NC(=O)CN1C(=O)NC2(CCCC2)C1=O,-30,-2.8,-2,1,-0.3,-22,5,1,6
COc1ccc2c(c1)CC(C1(O)C(=O)N(C)c3ccccc31)C2=O (stereo not given),-16,-1.8,4,3,-2.9,-3,3,1,-5
CN(Cc1cccs1)C(=O)COC(=O)CNC(N)=O,-10,-1.8,-1,2,-3.3,-2,3,5,-8
CCOC(=O)c1[nH]c2ccc(Cl)cc2c1NC(=O)/C=C/c1ccc2c(c1)OCO2,-4,-1.7,2,0,-1.0,3,10,-1,-3

# Retrieved by compound from the list above (6):
SMILES,p-CIP stab down,VIM-2 inhibitor,IDE cell activ,PfM18AAP inh,IMP-1 inh,IDE cell inh,UBC9 SUMO inh,FID counter,HCV NS3 hel inh
CC(C)(C)c1ccc(S(=O)(=O)NCCOCC(F)(F)C(F)F)cc1,-8,-2.7,0,-1,-2.4,-1,10,-20,5
CCOC(=O)c1[nH]c2ccc(Cl)cc2c1NC(=O)/C=C/c1ccc2c(c1)OCO2,-4,-1.7,2,0,-1.0,3,10,-1,-3
N#Cc1ccccc1NC(=O)CN1C(=O)NC2(CCCC2)C1=O,-30,-2.8,-2,1,-0.3,-22,5,1,6
CCC(c1nnnn1C(C)(C)C)N(Cc1cc2cccc(C)c2n2nnnc12)C1CCCC1 (stereo not given),.,-3.3,.,-2,-2.5,.,.,-2,-3
COc1ccc2c(c1)CC(C1(O)C(=O)N(C)c3ccccc31)C2=O (stereo not given),-16,-1.8,4,3,-2.9,-3,3,1,-5
CN1C(=O)C2(C(C#N)=C(N)N(c3cc(Cl)cc(Cl)c3)C3=C2C(=O)CCC3)c2ccccc21 (stereo not given),4,-2.4,-1,4,-1.3,2,-1,-34,-5

# Additional results follow.
SMILES,p-CIP stab down,VIM-2 inhibitor,IDE cell activ,PfM18AAP inh,IMP-1 inh,IDE cell inh,UBC9 SUMO inh,FID counter,HCV NS3 hel inh
CC(C)c1cc(C(=O)Nc2cccnc2)no1,2,-1.5,3,4,0.4,2,-9,4,1
COc1ccc(S(=O)(=O)N(C)C2CCN(C)CC2)cc1,-6,-4.6,7,-7,-3.1,-1,5,3,9
OCCCNc1nc(-c2ccc(Cl)cc2)nc2ccccc12,5,-0.4,-4,-2,-0.7,-3,0,21,-8
CCNC(=S)NNC(=O)c1cccc(Br)c1,1,-2.2,7,-6,-2.4,2,-15,1,2
CC(C(=O)NCc1ccco1)n1nc(-c2ccccc2)c2cc(Cl)ccc21 (stereo not given),5,-3.2,15,0,-2.5,2,20,-1,-1
CN(CC(=O)NCc1ccc(F)cc1)Cc1ccc(Br)cc1,-12,-3.2,5,0,-0.8,-21,18,-11,-13
O=C(CSc1nnc2c(n1)[nH]c1ccccc12)Nc1ccc(N2CCOCC2)cc1,-3,2.5,-2,17,-0.1,1,22,-5,29
Cc1c(NC(=O)CCCCCN2C(=O)c3ccccc3C2=O)c(=O)n(-c2ccccc2)n1C,-12,-3.3,6,-4,-3.4,-1,1,-22,4
COC(=O)c1ccccc1NC(=O)C1CCN(C(=O)c2cc(OC)cc(OC)c2)CC1,-9,0.7,6,8,-0.6,4,14,-29,-4
CC(C)N1CCc2c(sc(N)c2C#N)C1,-12,.,-5,.,.,8,24,.,.
Cc1ccc(/C=C2\CCCC3=C2NC(=S)NC3c2ccc(C)cc2)cc1 (stereo not given),4,-6.2,-1,11,-2.8,7,-10,-20,-6
CC(C)(C)c1ccc(CNc2ccc([N+](=O)[O-])cn2)cc1,-4,-2.1,5,3,-2.5,1,-30,6,-11
COc1cccc(N2C(=O)C3ON(c4ccccc4)C(c4cccs4)C3C2=O)c1 (stereo not given),1,-2.5,6,1,2.4,-2,-2,-17,-7
CC(=O)c1ccc(OCC(O)CN2CCN(S(=O)(=O)c3cccc(Br)c3)CC2)cc1 (stereo not given),-12,-0.1,5,-1,-2.3,-2,-3,-22,-15
Cc1cc(-c2onc(C)c2C(=O)N/N=C/c2ccccc2)no1,-9,-1.6,2,0,0.0,3,6,-9,-3

# Next part, overlapping the part above by five compounds.
SMILES,p-CIP stab down,VIM-2 inhibitor,IDE cell activ,PfM18AAP inh,IMP-1 inh,IDE cell inh,UBC9 SUMO inh,FID counter,HCV NS3 hel inh
Cc1ccc(/C=C2\CCCC3=C2NC(=S)NC3c2ccc(C)cc2)cc1 (stereo not given),4,-6.2,-1,11,-2.8,7,-10,-20,-6
CC(C)(C)c1ccc(CNc2ccc([N+](=O)[O-])cn2)cc1,-4,-2.1,5,3,-2.5,1,-30,6,-11
COc1cccc(N2C(=O)C3ON(c4ccccc4)C(c4cccs4)C3C2=O)c1 (stereo not given),1,-2.5,6,1,2.4,-2,-2,-17,-7
CC(=O)c1ccc(OCC(O)CN2CCN(S(=O)(=O)c3cccc(Br)c3)CC2)cc1 (stereo not given),-12,-0.1,5,-1,-2.3,-2,-3,-22,-15
Cc1cc(-c2onc(C)c2C(=O)N/N=C/c2ccccc2)no1,-9,-1.6,2,0,0.0,3,6,-9,-3
O=C(NCc1cccnc1)Nc1cc(Cl)cc(Cl)c1,2,-0.6,3,-4,0.5,0,6,-4,0
Cc1[nH]ccc(=O)c1OC1OC(CO)C(O)C(O)C1O (stereo not given),4,-2.8,4,3,-1.9,3,6,-1,3
CC(=O)Nc1ccc(NC(=O)C2CCCN(c3ncccn3)C2)cc1 (stereo not given),-34,-1.3,2,-8,-6.7,6,-11,-4,-5
Cc1ccc(S(=O)(=O)NCCN2CCOCC2)c(C)c1C,-15,-0.2,3,-1,-1.2,5,-7,-9,25
O=c1c2c(nc3cc(-c4cccc(Cl)c4)[nH]n13)CCCC2,-15,-7.0,-2,2,-1.5,-3,11,3,5
C=CCc1cccc2cc(C(=O)NCc3cccnc3)c(=O)oc12,-8,7.1,-3,-2,-0.6,-1,8,-17,-10
COc1ccc(NC(=O)Nc2ccc3nsnc3c2)cc1,-14,-0.6,-4,0,-2.0,2,17,12,3
COc1ccc(OC)c(C(=O)CSc2nc3ncccc3[nH]2)c1,-1,-3.7,1,-5,-4.4,9,9,-3,7
O=C(Nc1nccs1)c1ccc(S(=O)(=O)c2ccccc2)cc1,-7,-1.4,6,-3,-6.0,6,21,-9,4
Cc1[nH]c(C)c(S(=O)(=O)NCc2ccc(F)cc2)c1C(=O)N1CCCC1,0,0.1,3,2,0.8,-3,8,0,0
COc1cccc(-n2nc(C(N)=O)c(O)cc2=O)c1,-4,-2.7,3,0,-2.7,5,28,2,1
Cc1ccc(C)c(NC(=S)NC(C)C(c2cccs2)N2CCOCC2)c1 (stereo not given),-14,-1.5,2,1,-0.9,-1,3,-6,-3
O=C(NC1CS(=O)(=O)CC1NCc1ccco1)c1ccccc1 (stereo not given),-10,-6.7,-4,1,-1.1,7,11,-1,-2
CC1=CC2(O)OCCN(CCO)C2=CC1=O (stereo not given),1,1.7,3,25,-0.8,6,52,-3,3
CCOCc1nnc(NC(=O)CCC2CCCCC2)s1,-13,1.2,7,3,-2.2,7,11,-22,-2
